# Neddylation inh: blocks human cullin neddylation | AID 651699 | calls only at 25 µM | hit rate 0.58% among 360,000 | TR-FRET cullin neddylation, biochemical; in the data active = inhibition above about 36%
# LMPTP inh: LMPTP (human) inhibition; inhibition, % at 20 µM; recombinant LMPTP-A, OMFP fluorogenic substrate, fluorescence intensity; hit rate 0.22% among 360,000; P24666;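 active = compounds that cut the enzyme signal by at least half of the control window in the single-dose screen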;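 note: plate controls were DMSO wells with enzyme plus substrate for no effect and substrate without enzyme for full effect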
# Target sequence (P24666 whole entry, looked up): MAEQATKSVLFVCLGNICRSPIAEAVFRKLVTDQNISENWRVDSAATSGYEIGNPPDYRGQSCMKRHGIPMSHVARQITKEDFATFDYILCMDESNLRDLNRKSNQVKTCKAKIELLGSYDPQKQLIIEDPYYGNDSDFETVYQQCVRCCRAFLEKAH
#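 Buffer or medium: Bis-Tris pH 6.0, DTT, detergent; Assay system: LMPTP-A enzyme; Quantity: 0.625 nM enzyme; Detection: endpoint fluorescence intensity; Times: 50 min dark incubation at room temperature; Controls: substrate-only low control, DMSO enzyme-plus-substrate high control; Doses: single 20 µM dose; Read-out: percent inhibition versus substrate-only and uninhibited controls; Reagent: 400 µM OMFP.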
# DNMT1 block: inhibitors of human DNMT1; hit rate 0.83% among 360,000; P26358; DNMT1 molecular beacon, Hinp1I cleavage, fluorescence; inhibition (reported as % activation of signal), % at 10 µM; in the data active = inhibition above about 50%
# STEP inh: inhibitors of human striatal-enriched phosphatase STEP; P54829; inhibition, % at 20 µM; recombinant STEP, OMFP fluorogenic substrate, fluorescence; AID 588621; hit rate 0.25% among 360,000;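 active = inhibition at 20 µM, scaled per plate between control wells, above about 37%, limit read from the data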;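 note: 0% = DMSO with enzyme and substrate and 100% = substrate only without enzyme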
# Target sequence (P54829 whole entry, looked up): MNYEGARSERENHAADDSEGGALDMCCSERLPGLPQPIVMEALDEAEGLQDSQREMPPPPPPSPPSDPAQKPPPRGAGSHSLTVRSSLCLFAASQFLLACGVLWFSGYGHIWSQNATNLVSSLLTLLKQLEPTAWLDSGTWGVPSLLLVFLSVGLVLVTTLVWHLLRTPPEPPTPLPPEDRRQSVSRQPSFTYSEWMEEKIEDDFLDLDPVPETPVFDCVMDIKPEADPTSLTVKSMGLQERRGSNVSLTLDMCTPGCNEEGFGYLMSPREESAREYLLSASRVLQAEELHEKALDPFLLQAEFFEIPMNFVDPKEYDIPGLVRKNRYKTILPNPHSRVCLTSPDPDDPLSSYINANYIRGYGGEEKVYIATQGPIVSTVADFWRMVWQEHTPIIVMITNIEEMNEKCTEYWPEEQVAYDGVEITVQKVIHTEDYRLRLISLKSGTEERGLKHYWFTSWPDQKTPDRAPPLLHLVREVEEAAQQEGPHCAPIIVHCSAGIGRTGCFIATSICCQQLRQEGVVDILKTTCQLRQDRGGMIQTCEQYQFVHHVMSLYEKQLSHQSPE
#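 Material: STEP (striatal-enriched tyrosine phosphatase) enzyme, cell-free; Compound dosing: 20 µM single dose in 1% DMSO; Technique: fluorescence read at 480 nm ex / 540 nm em; Times: reaction 20 min, ambient temperature; Medium: 50 mM Bis-Tris pH 6.0 with 2.5 mM DTT and 0.005% Tween 20; Also added: OMFP at 25 µM.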
# NadD inh: blocks S. aureus nicotinate mononucleotide adenylyltransferase; purified NadD enzyme, colorimetric absorbance read-out; inhibition, % at 20 µM; hit rate 0.78% among 360,000; in the data active = inhibition above about 26%; note: some compounds past the cut are filed as inactive
# SKN-1 block: blocks SKN-1 activity in C. elegans; inhibition, % at 21.8 µM; hit rate 0.49% among 360,000; C. elegans VP596 Pgst-4::GFP/RFP ratio, acrylamide-induced, 24 h;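 active = interference check ratio from 0.5 to 1.5 plus GFP to RFP signal ratio inhibition reaching or exceeding a fixed threshold, cut at about 30% in these data, passing the limit was not always enough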; note: some compounds called inactive have numbers as strong as hits
# TbMetRS inhib: blocks T. brucei methionyl-tRNA synthetase activity | purified T. brucei MetRS, ATP depletion, Kinase-Glo luminescence | inhibition, % at 11.9 µM | hit rate 0.4% among 360,000 | AID 624268;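 active = inhibition above a per-plate cutoff of the control wells' mean inhibition plus 3 SD, cut at about 5.5% in these data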;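 note: 0% = DMSO wells median and 100% = median of wells with control inhibitor compound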
#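 Material – parasite MetRS enzyme · Medium – HEPES-MgCl2-KCl buffer plus DTT, spermine, BSA, pyrophosphatase · Reagent – ATP, methionine and E. coli bulk tRNA substrates · Times – 15 min enzyme-compound preincubation, 2 h reaction, 10 min detection, 25 °C · Measured by – luminescence of leftover ATP · Evaluation – percent inhibition relative to median high and low control wells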
# SUMO1-SIM PPI: SUMO1-SIM interaction modulation; P63165; SUMO1 binding to a labelled peptide, TR-FRET, 1 h; inhibition, % at 20 µM; hit rate 0.33% among 360,000; in the data active = inhibition above about 37%
# Target sequence (P63165 whole entry, looked up): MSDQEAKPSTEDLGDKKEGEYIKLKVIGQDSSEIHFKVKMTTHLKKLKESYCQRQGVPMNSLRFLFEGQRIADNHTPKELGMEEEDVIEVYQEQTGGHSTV
# NRP1-CendR mod: modulators of CendR peptide binding to human neuropilin-1; O14786; FAM-RPARPAR peptide binding to NRP-1, fluorescence polarization; inhibition, % at 25 µM; hit rate 0.85% among 360,000; AID 602438;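 active = inhibition or corrected inhibition above about 18%, plus a signal ratio from 0.5 to 1.5, limit read from the data, passing the limit was not always enough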; note: strong numbers were not always called active
# Scp-1 inhibitor: inhibitors of human Scp-1 phosphatase. hit rate 0.88% among 340,000. inhibition, % at 20 µM. Recombinant Scp1, phosphopeptide, malachite green phosphate absorbance. Q9GZU7. AID 493091;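 active = inhibition above about 50% at 20 µM, limit read from the data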;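 note: plate controls were DMSO wells with enzyme for no effect and wells lacking enzyme for full effect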
# Target sequence (Q9GZU7 76-261 limits assumed): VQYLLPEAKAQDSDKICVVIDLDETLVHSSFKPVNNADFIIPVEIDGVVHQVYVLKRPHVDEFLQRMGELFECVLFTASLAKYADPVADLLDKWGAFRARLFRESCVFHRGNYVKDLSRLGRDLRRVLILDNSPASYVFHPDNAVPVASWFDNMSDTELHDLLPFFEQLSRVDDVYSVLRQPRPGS
#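 Assay system: SCP-1 catalytic fragment, aa 76-261 | Buffer or medium: Tris acetate buffer pH 5.5 with MgCl2 and Tween-20 | Compound: One concentration, 20 µM, with 1.0% DMSO | Also added: Phospho 17-mer peptide substrate | Signal: Absorbance at 630 nm | Incubation: 45 min enzyme reaction at room temperature | Measure: % inhibition of SCP-1 phosphate liberation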
# An asterisk follows results filed as active; i = inactive; . = no result given.
# The opening 6 records as a preview:
# Value order: STEP inh | SUMO1-SIM PPI | LMPTP inh | NadD inh | TbMetRS inhib | NRP1-CendR mod | Neddylation inh | Scp-1 inhibitor | DNMT1 block | SKN-1 block
1) CC1SC(C)C(=O)N(CC(=O)Nc2ccc([N+](=O)[O-])cc2)C1=O (centres undefined)
  1.7 | -20.8 | -0.7 | 1.5 | -0.4 | -16.5 | i | 4.8 | 1.3 | 3.7
2) CCc1ccc(C2CC(c3cccc(Cl)c3)n3nc(N)nc3N2)cc1 (centres undefined)
  -1.3 | 3.7 | 0.0 | 10.4 | 0.6 | -8.0 | i | 10.9 | 0.0 | 16.6
3) c1ccc(-c2nc3ccccc3[nH]2)nc1
  0.6 | 4.8 | 0.4 | -0.3 | -1.1 | 2.2 | i | -7.3 | -9.5 | 4.0
4) COc1cc(Cl)c(C)cc1NCC(=O)Nc1cccc(S(=O)(=O)N2CCCC2)c1
  -1.8 | -1.4 | 2.8 | 4.1 | -0.3 | 12.1 | i | -0.1 | -11.2 | 9.6
5) C[C@@H]1CN([C@@H](C)CO)C(=O)Cc2cc(NC(=O)Nc3cccc4ccccc34)ccc2O[C@@H]1CN(C)S(C)(=O)=O
  -0.8 | -8.6 | -0.6 | 2.4 | -0.2 | 3.7 | i | -4.4 | -11.6 | 11.4
6) CC(=O)c1cccc(S(=O)(=O)Nc2ccccc2N2CCOCC2)c1
  -4.0 | 13.5 | -1.0 | -0.4 | -0.2 | -7.1 | i | -4.9 | 1.8 | 2.0

# Results, from the start:
# Value order: STEP inh | SUMO1-SIM PPI | LMPTP inh | NadD inh | TbMetRS inhib | NRP1-CendR mod | Neddylation inh | Scp-1 inhibitor | DNMT1 block | SKN-1 block
1) CC1SC(C)C(=O)N(CC(=O)Nc2ccc([N+](=O)[O-])cc2)C1=O (centres undefined)
  1.7 | -20.8 | -0.7 | 1.5 | -0.4 | -16.5 | i | 4.8 | 1.3 | 3.7
2) CCc1ccc(C2CC(c3cccc(Cl)c3)n3nc(N)nc3N2)cc1 (centres undefined)
  -1.3 | 3.7 | 0.0 | 10.4 | 0.6 | -8.0 | i | 10.9 | 0.0 | 16.6
3) c1ccc(-c2nc3ccccc3[nH]2)nc1
  0.6 | 4.8 | 0.4 | -0.3 | -1.1 | 2.2 | i | -7.3 | -9.5 | 4.0
4) COc1cc(Cl)c(C)cc1NCC(=O)Nc1cccc(S(=O)(=O)N2CCCC2)c1
  -1.8 | -1.4 | 2.8 | 4.1 | -0.3 | 12.1 | i | -0.1 | -11.2 | 9.6
5) C[C@@H]1CN([C@@H](C)CO)C(=O)Cc2cc(NC(=O)Nc3cccc4ccccc34)ccc2O[C@@H]1CN(C)S(C)(=O)=O
  -0.8 | -8.6 | -0.6 | 2.4 | -0.2 | 3.7 | i | -4.4 | -11.6 | 11.4
6) CC(=O)c1cccc(S(=O)(=O)Nc2ccccc2N2CCOCC2)c1
  -4.0 | 13.5 | -1.0 | -0.4 | -0.2 | -7.1 | i | -4.9 | 1.8 | 2.0
7) CN1Cc2ccccc2CC1CNCc1c(C(=O)N2CCCC2)nc2ccccn12 (centres undefined)
  -4.7 | 1.4 | -1.7 | -1.9 | -0.3 | 4.0 | i | -6.7 | 1.2 | 7.0
8) COc1ccc(/C=C(/NC(=O)c2cccs2)C(=O)Nc2ccc(C)cc2)cc1OC
  -0.9 | -0.5 | -1.9 | -6.6 | 0.3 | -8.0 | i | -7.3 | 7.5 | -1.2
9) O=C(NCCN1CCN(C(=O)C(c2ccccc2)c2ccccc2)CC1)C(=O)Nc1ccccc1
  -6.0 | -2.2 | -1.1 | -5.9 | -0.3 | -2.2 | i | -10.4 | 2.0 | -17.5
10) O=C(NC1CC1)C1=C[C@@H](C2CC2)C[C@@H](OCCCCO)O1
  -3.5 | 7.8 | -0.5 | -2.7 | 0.1 | 10.0 | i | -2.3 | -1.1 | -2.0
11) CCOC(=O)C1CCCN(CCC(=O)Nc2cccc(Cl)c2C)C1 (centres undefined)
  1.0 | 3.0 | -1.7 | -0.9 | -0.6 | 5.3 | i | -2.2 | 12.1 | 23.6
12) CC(C)(C)N=Cc1c(O)ccc2oc3c(c12)CCCC3
  2.3 | -18.2 | 2.1 | -5.7 | -1.0 | 52.3 | i | 2.2 | 0.3 | -19.3
13) CCCNC(=O)c1cccc(S(=O)(=O)N2CC3(C)CC2CC(C)(C)C3)c1 (centres undefined)
  2.9 | -0.7 | 0.5 | -0.1 | -0.5 | 7.6 | i | -8.2 | -2.5 | 8.0
14) CC(=O)c1c(C)[nH]c(C(=O)OCCCCN2C(=O)c3ccccc3C2=O)c1C
  -4.0 | -4.4 | -0.5 | -3.9 | -0.2 | 1.4 | i | -14.7 | -4.6 | -4.6
15) CN(C)CCCn1c(N)c(C#N)c2nc(C#N)c(C#N)nc21
  -1.8 | -10.0 | -2.9 | 7.3 | -0.4 | -74.3 | . | -4.2 | -9.7 | 10.0
16) Nc1ccccc1-c1nnn(CC(=O)Nc2ccc3c(c2)OCCO3)n1
  -3.3 | -1.0 | -0.3 | 1.3 | 0.6 | 11.4 | i | 2.9 | -3.1 | -3.6
17) CN(CC(=O)N1CCN(c2ccccc2)CC1)S(=O)(=O)c1cnc[nH]1
  0.8 | -0.6 | -0.4 | 9.5 | -0.2 | 7.8 | i | 1.1 | -1.4 | -7.3
18) COC1=C/C(=C/c2c(N)n3c(nc2=O)sc2cc(S(C)(=O)=O)ccc23)C=CC1=O
  1.0 | -38.6 | 1.1 | 14.9 | -0.5 | -260.4 | i | -5.4 | 8.8 | -4.6
19) COc1ccccc1/C=C1\SC(=S)N(CC(=O)NC2CCS(=O)(=O)C2)C1=O (centres undefined)
  1.6 | -31.8 | -0.6 | 2.7 | 0.5 | 4.7 | i | -8.2 | -1.7 | 21.6
20) COc1ccc(C(=O)OCC(=O)N2CCN(C(=O)c3ccco3)CC2)cc1OC
  2.7 | 2.3 | 0.0 | 4.4 | -0.3 | -3.1 | i | -3.8 | 3.3 | 9.1
21) O=C(NC(=O)c1cccc(F)c1)Nc1nc(-c2ccc(F)cc2)cc(C(F)(F)F)n1
  -3.3 | 4.0 | 0.2 | 3.8 | -0.8 | 2.5 | i | 1.9 | 19.3 | -1.8
22) COc1ccc(CN(C)C(=O)c2cc(S(=O)(=O)Nc3ccccc3F)ccc2C)c(OC)c1
  -2.1 | 1.4 | -0.8 | -0.8 | -0.8 | 1.5 | i | -1.8 | 1.0 | 5.9
23) COc1cccc(CN(C(=O)Cc2c[nH]c3ccccc23)C(C(=O)NC2CCCCC2)c2cccs2)c1 (centres undefined)
  1.6 | 1.0 | 2.8 | 16.0 | -1.5 | -9.9 | i | -6.1 | -10.1 | -1.3
24) Cc1cccc2cc(CN(Cc3cccs3)C3(c4nnnn4C4CCCC4)CCCC3)c(=O)[nH]c12
  3.9 | 0.7 | -1.1 | 16.4 | -1.0 | 16.9 | i | 1.9 | -0.3 | 30.0
25) O=C(/C=C/c1ccccc1)OCCN1C(=O)c2ccccc2C1=O
  1.0 | -21.7 | 1.7 | -9.7 | -0.2 | 3.1 | i | -12.1 | -2.6 | 8.4
26) CC(C)N(Cc1nccn1C)C(=O)c1cc(COc2cccc(C(F)(F)F)c2)on1
  -2.7 | 0.2 | -0.9 | -3.2 | 0.3 | 7.0 | i | -5.7 | 1.3 | 3.3
27) C[C@H](CO)N1C[C@H](C)[C@H](CN(C)C(=O)Nc2ccccc2)OCc2cnnn2CCCC1=O
  -1.4 | 6.3 | -1.6 | 4.0 | -1.1 | 8.2 | i | . | 5.3 | -0.2
28) CCC(C)[C@H](NS(=O)(=O)c1ccc(C)cc1)C(=O)N1CCC(C(=O)N2CCC(C(N)=O)CC2)CC1 (some centres undefined)
  2.4 | 7.0 | -1.6 | -4.3 | -1.1 | 1.1 | i | 17.6 | 2.1 | -5.8
29) Cc1cc(=O)n(C)c(=O)n1CCCCCOc1cccc([N+](=O)[O-])c1
  -1.7 | -27.0 | -1.0 | -9.7 | -0.2 | 0.9 | i | -2.2 | -1.2 | -12.7
30) CCN1C[C@@H]2[C@@H]3C(=O)N(C)C(=O)[C@@H]3[C@](Cc3ccccc3)(C1=O)N2C(=O)c1ccc(Br)cc1
  -2.7 | 2.4 | -0.4 | 1.4 | 0.6 | -6.5 | i | -4.4 | 5.5 | 6.3
31) Cc1ccc(/C=N/NC(=O)c2c[nH]c3ccccc23)o1
  4.2 | -8.4 | 0.0 | -1.7 | 0.1 | -0.5 | i | -5.2 | -2.0 | 0.1
32) O=C(c1ccccc1)C(O)c1ccccc1 (centres undefined)
  0.6 | 2.2 | 0.7 | 1.7 | -1.3 | -3.1 | i | -3.3 | 0.7 | -2.2
33) O=C1[C@@H]2[C@H](Cc3ccc(O)cc3)N[C@]3(C(=O)Nc4ccccc43)[C@@H]2C(=O)N1c1ccc(F)cc1
  -4.9 | 0.4 | -1.5 | -1.0 | 0.3 | -20.4 | i | . | -4.2 | 30.6
34) COc1ccc(S(=O)(=O)N2CCOCC2)cc1NC(=O)CSc1nnc2n1CCCCC2
  -1.3 | 1.3 | 0.1 | 0.9 | 0.1 | -3.8 | i | -5.2 | 4.8 | 10.6
35) O=P(O)(CCc1ccccc1)CN1CCCCC1
  -1.5 | -4.3 | -0.9 | 2.9 | -0.7 | 7.2 | i | -7.7 | -0.4 | -4.3
36) COc1cccc(C(=O)N/N=C(\CC(C)C)c2ccccc2)c1
  1.3 | 4.7 | -2.4 | -8.5 | 0.0 | -2.6 | i | 1.7 | 8.5 | 8.3
37) Cc1ccc(NS(=O)(=O)c2cccc(C(=O)NC3CC3)c2)c(C)c1
  -2.7 | 0.8 | -1.0 | -0.2 | -0.5 | 13.0 | i | -1.4 | -3.0 | -12.2
38) O=C(CCC(=O)OCc1cccc([N+](=O)[O-])c1)Nc1ccccc1Cl
  -1.0 | -11.2 | -1.3 | 0.6 | 0.3 | 4.6 | i | -5.0 | -0.5 | -7.1
39) Cc1cccc(N(C(=O)c2csnn2)C(C(=O)NCc2ccccc2)c2ccncc2)c1 (centres undefined)
  12.0 | 0.1 | -0.2 | -1.2 | -0.9 | 4.1 | i | 6.6 | 2.7 | -1.7
40) O=C(c1cc(-c2ccc(Cl)s2)nc2ccccc12)N1CCOCC1
  -2.5 | -11.4 | 0.9 | 2.4 | -0.2 | 1.0 | . | -4.9 | -5.3 | -11.3
